Assay outcomes from PubChem.
Diaphorase inh: diaphorase inhibitors and chemical oxidizers, primary screen, counter-screen for diaphorase-coupled primary assays, biochemical, uHTS, resorufin fluorescence | diaphorase resazurin-to-resorufin fluorescence, NADH, 16 min; bacterial (C. kluyveri) enzyme, not human | inhibition, % at 20 µM | hit rate 0.69% among 190,000 | AID 1217, 2008;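 active = primary screen inhibition at 20 µM above a set limit, cut at about 50% in these data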;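 note: plate controls were DMSO with full reaction for no effect and wells lacking NADH for full effect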
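System: Diaphorase enzyme from Clostridium kluyveri | Amount: Enzyme working solution with 0.14 U/mL diaphorase | Benchmarks: No-NADH positive control and DMSO neutral control | Signal: Fluorescence of resorufin formed from resazurin, Ex 544/Em 590 nm | Schedule: 16-min room-temperature incubation before reading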
TNAP act hiacc: TNAP activators at high phosphate acceptor level, primary screen, biochemical, luminescence, uHTS. purified TNAP, CDP-star luminescence, 1 M DEA, 30 min; active compounds read high; 0 = EDTA background, 1 = DMSO-only activity. activation factor at 20 µM. Alkaline phosphatase, tissue-nonspecific isozyme (Homo sapiens), P05186. 200,000 tested, under 10 active. AID 1136, 2008;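 active = activation factor at least 2 at 20 µM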
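Dosing: 20 µM single point. System: human TNAP. Amount: TNAP 1/800 final. Incubation: 30 min, room temperature. Read-out: TNAP activation factor scaled between EDTA and DMSO control wells. Signal: luminescence from CDP-star hydrolysis. Medium: 1 M DEA, pH 9.8, Mg2+, Zn2+. Control set: EDTA negative control, DMSO positive control.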
PMI act satM6P: human PMI activators, high substrate, primary screen, biochemical, fluorescence intensity, near-saturating mannose 6-phosphate | coupled PMI enzyme assay, resazurin fluorescence, 20 min; active compounds read high; 1 = untreated enzyme, 0 = substrate-free blank | activation factor at 20 µM | hit rate 0.34% among 190,000 | Mannose-6-phosphate isomerase (Homo sapiens), P34949 | AID 1216, 2008;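 active = activation factor of 2 or more at 20 µM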
Target sequence (P34949 whole entry, looked up): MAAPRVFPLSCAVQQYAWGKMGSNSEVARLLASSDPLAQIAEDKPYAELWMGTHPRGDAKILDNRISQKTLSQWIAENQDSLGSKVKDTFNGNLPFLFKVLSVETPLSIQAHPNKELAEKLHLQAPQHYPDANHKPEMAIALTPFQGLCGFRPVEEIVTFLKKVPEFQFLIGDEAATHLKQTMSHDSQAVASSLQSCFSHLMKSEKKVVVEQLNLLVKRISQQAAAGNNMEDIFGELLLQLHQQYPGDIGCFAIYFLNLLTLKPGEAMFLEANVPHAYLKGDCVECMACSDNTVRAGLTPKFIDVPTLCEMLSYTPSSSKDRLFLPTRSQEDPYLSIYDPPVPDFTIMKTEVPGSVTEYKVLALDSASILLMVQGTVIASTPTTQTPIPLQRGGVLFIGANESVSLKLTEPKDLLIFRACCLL
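Material: human phosphomannose isomerase with PGI, G6PDH, diaphorase coupling enzymes. Quantity: 15 ng/mL PMI. Medium: HEPES pH 7.4 buffer with MgCl2 and Tween-20. Reagent: Near-saturating mannose-6-phosphate, 1.0 mM. Compound: 20 µM single dose. Times: enzyme reaction with compound 20 min at room temperature. Detection: resorufin fluorescence at Ex 544/Em 590 nm.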
FLuc act counter: FLuc activators, initial screening, artefact control for FLuc-dependent activation tests, biochemical, ATPlite luminescence | activation factor at 10 µM | Luciferin 4-monooxygenase (Photinus pyralis), P08659 | 200,000 tested, under 10 active | AID 1027, 2008 | ATPlite luciferase biochemical, 10 min; 0 = ATP-free wells, 1 = DMSO control;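 active = luciferase activation factor, scaled between plate controls, of at least 2 with compound at 10 µM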
Target sequence (P08659 whole entry, looked up): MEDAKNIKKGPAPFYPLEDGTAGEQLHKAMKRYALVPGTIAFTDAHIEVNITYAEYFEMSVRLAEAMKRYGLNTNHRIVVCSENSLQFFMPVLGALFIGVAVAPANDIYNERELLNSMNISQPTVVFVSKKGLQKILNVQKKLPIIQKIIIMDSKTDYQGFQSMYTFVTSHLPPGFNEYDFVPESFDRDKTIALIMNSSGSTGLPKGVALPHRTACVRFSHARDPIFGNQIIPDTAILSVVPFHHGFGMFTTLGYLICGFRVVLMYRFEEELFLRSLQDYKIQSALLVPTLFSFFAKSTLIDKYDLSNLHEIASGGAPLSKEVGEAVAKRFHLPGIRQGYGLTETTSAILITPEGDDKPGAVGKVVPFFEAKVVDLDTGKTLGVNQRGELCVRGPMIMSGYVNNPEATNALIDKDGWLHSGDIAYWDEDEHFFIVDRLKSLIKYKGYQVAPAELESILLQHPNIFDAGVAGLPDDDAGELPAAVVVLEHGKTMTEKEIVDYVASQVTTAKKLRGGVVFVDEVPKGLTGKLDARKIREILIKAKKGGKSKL
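Assay system: Luciferase/luciferin detection reagent, cell-free biochemical luciferase assay / Also added: ATP substrate / Schedule: 10 min at ambient temperature / Measured by: luminescence measurement of luciferase light output / Benchmarks: low control with PBS replacing ATP, high control enzyme plus ATP without compound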
TNAP inh hiacc: human TNAP enzyme inhibitors, primary screen, biochemical, luminescent, high phosphate acceptor level, uHTS | purified TNAP, CDP-star luminescence, 1 M DEA | AID 1135, 2008 | Alkaline phosphatase, tissue-nonspecific isozyme (Homo sapiens), P05186 | hit rate 0.03% among 200,000 | inhibition, % at 20 µM;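 active = over 50% inhibition of tissue-nonspecific alkaline phosphatase at 20 µM in the single-dose screen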;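 note: plate controls were DMSO wells for no effect and EDTA-quenched wells as full inhibition for full effect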
Diaphorase act: compounds boosting diaphorase resazurin reduction – biochemical, uHTS, resorufin fluorescence, counter-screen for diaphorase-coupled primary assays, primary screen. Diaphorase/resazurin coupled assay, 16 min; active compounds read high; 1 = vehicle wells, 0 = NADH-free wells. activation factor at 20 µM. hit rate 0.005% among 190,000. AID 1229, 2008;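 active = diaphorase activity raised at least twofold by the compound at 20 µM; inactive = activation factor below 2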
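Material: bacterial diaphorase enzyme (C. kluyveri); amount: enzyme 0.07 U/mL final; reagent: NADH substrate 0.114 mM plus resazurin dye 0.1 mM, final; doses: single compound dose of 20 µM, 1% DMSO final; timing: 16 min enzyme reaction, ambient temperature; measured by: fluorescence of resorufin, 544 nm excitation, 590 nm emission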
G6PDH CS: L. mesenteroides G6PDH inhibitors, counter-screen for G6PDH-coupled screening assays, biochemical, Leuconostoc mesenteroides enzyme; glucose-6-phosphate dehydrogenase [Leuconostoc mesenteroides]; Purified L. mesenteroides G6PDH, diaphorase/resazurin coupled fluorescence, 45 min; inhibition, % at 5 µM; hit rate 0.12% among 200,000; AID 1020, 2008; in the data active = inhibition above about 50%
HMGR II inh: inhibitors of E. faecalis class II HMGR, primary screen, biochemical, Enterococcus faecalis; HMG-CoA reductase (Enterococcus faecalis, mvaE); inhibition, % at 10 µM; AID 1066, 2008; hit rate 0.41% among 190,000; purified E. faecalis HMGR, NADPH absorbance 340 nm kinetic;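 active = inhibition above a set limit, the median over all tested compounds plus 3 SD, cut at about 9.5% in these data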;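 note: enzyme runs in reverse so mevalonate oxidation gives rising NADPH absorbance; 0% = complete reaction with DMSO and 100% = background rate lacking mevalonate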
PMI activator: activators of human PMI, primary screen, biochemical, fluorescence intensity, near-Km mannose 6-phosphate. purified human PMI, coupled resazurin fluorescence, 20 min; active compounds read high; 1 = vehicle control, 0 substrate-free wells. activation factor at 20 µM. hit rate 0.005% among 190,000. Mannose-6-phosphate isomerase (Homo sapiens), P34949. AID 1214, 2008;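 active = activation factor of 2 or more at 20 µM, relative to plate controls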
TNAP inh noacc: human TNAP enzyme inhibitors, primary screen, biochemical, luminescent, no phosphate acceptor, uHTS. AID 1012, 2008. hit rate 0.26% among 200,000. inhibition, % at 20 µM. purified TNAP, CDP-star luminescence, 30 min;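 active = tissue-nonspecific alkaline phosphatase inhibition above about 50% at 20 µM in the single-dose screen, limit read from the data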;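 note: 0% = DMSO negative control and 100% = EDTA positive control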
Starred values were filed as active, the others as inactive.

How did Cc1cc(=O)[nH]c(SCC(=O)Nc2nnc(SCc3ccccc3)s2)n1 do in these assays?
Diaphorase inh: 16; TNAP act hiacc: 1; PMI act satM6P: 0.9; FLuc act counter: 1; TNAP inh hiacc: 3; Diaphorase act: 0.8; G6PDH CS: 7; HMGR II inh: -2; PMI activator: 1; TNAP inh noacc: -1

How did Brc1cccc(-c2nnc(SCc3nc4ccccc4[nH]3)o2)c1 do in these assays?
Diaphorase inh: -4; TNAP act hiacc: 1; PMI act satM6P: 1.3; FLuc act counter: 1; TNAP inh hiacc: 3; Diaphorase act: 1; G6PDH CS: -7; HMGR II inh: -1; PMI activator: 1.2; TNAP inh noacc: -6

Results for COc1cccc2cc(C(=O)N3CCN(C(=O)c4ccccc4)CC3)c(=O)oc12 ?
Diaphorase inh: -7; TNAP act hiacc: 1; PMI act satM6P: 1.2; FLuc act counter: 1; TNAP inh hiacc: -1; Diaphorase act: 1.1; G6PDH CS: 2; HMGR II inh: -7; PMI activator: 1.2; TNAP inh noacc: -10

Results for O=C(NC(c1ccccc1)c1cc(Cl)c2cccnc2c1O)c1cccnc1 (configuration not stated) ?
Diaphorase inh: 12; TNAP act hiacc: 1; PMI act satM6P: 0.8; FLuc act counter: 1.1; TNAP inh hiacc: 2; Diaphorase act: 0.9; G6PDH CS: 5; HMGR II inh: 4; PMI activator: 1; TNAP inh noacc: -25

How did O=C(O)c1ccc(Nc2nc(-c3cc4ccccc4oc3=O)cs2)cc1O do in these assays?
Diaphorase inh: 88*; TNAP act hiacc: 1; PMI act satM6P: 0.7; FLuc act counter: 0.8; TNAP inh hiacc: 3; Diaphorase act: 0.1; G6PDH CS: 2; HMGR II inh: 0; PMI activator: 0.9; TNAP inh noacc: -4

What do the screens show for `O=C(COC(=O)c1ccccn1)NCc1ccccc1Cl`?
Diaphorase inh: 8; TNAP act hiacc: 1; PMI act satM6P: 0.9; FLuc act counter: 1; TNAP inh hiacc: -1; Diaphorase act: 0.9; G6PDH CS: 6; HMGR II inh: -3; PMI activator: 1; TNAP inh noacc: -8

How did CN(C)S(=O)(=O)c1ccc(C(=O)N2CCCC2c2nc3ccccc3s2)cc1 (configuration not stated) do in these assays?
Diaphorase inh: 1; TNAP act hiacc: 1; PMI act satM6P: 1.1; FLuc act counter: 1.1; TNAP inh hiacc: -4; Diaphorase act: 1; G6PDH CS: 5; HMGR II inh: -2; PMI activator: 1.1; TNAP inh noacc: -13

How did COc1ccc(NS(=O)(=O)c2cc(NC(=O)c3ccncc3)ccc2N2CCOCC2)cc1 do in these assays?
Diaphorase inh: 15; TNAP act hiacc: 1; PMI act satM6P: 1; FLuc act counter: 1.1; TNAP inh hiacc: -4; Diaphorase act: 0.9; G6PDH CS: 7; HMGR II inh: 2; PMI activator: 1.1; TNAP inh noacc: -1

How did C=CCn1c(C(C)NC(=O)c2ccc(C)cc2)n[nH]c1=S (configuration not stated) do in these assays?
Diaphorase inh: 11; TNAP act hiacc: 1; PMI act satM6P: 1; FLuc act counter: 1; TNAP inh hiacc: 0; Diaphorase act: 0.9; G6PDH CS: -3; HMGR II inh: 0; PMI activator: 1.1; TNAP inh noacc: 4

How did CCOc1ccc(C(=O)NCC(=O)N2CCC(C)CC2)cc1OCC do in these assays?
Diaphorase inh: -9; TNAP act hiacc: 1; PMI act satM6P: 1.1; FLuc act counter: 1; TNAP inh hiacc: -3; Diaphorase act: 1.1; G6PDH CS: -2; HMGR II inh: -3; PMI activator: 1.1; TNAP inh noacc: -10

Results for CNC(=O)c1ccsc1NC(=O)c1ccc(S(=O)(=O)N2CCOCC2)cc1 ?
Diaphorase inh: 8; TNAP act hiacc: 1; PMI act satM6P: 1; FLuc act counter: 1; TNAP inh hiacc: 3; Diaphorase act: 0.9; G6PDH CS: -1; HMGR II inh: 0; PMI activator: 1; TNAP inh noacc: -2

What do the screens show for `O=C(CN1CCN(c2ncc(C(F)(F)F)cc2Cl)CC1)NCCNc1ncc(C(F)(F)F)cc1Cl`?
Diaphorase inh: 26; TNAP act hiacc: 1; PMI act satM6P: 0.8; FLuc act counter: 1; TNAP inh hiacc: -2; Diaphorase act: 0.7; G6PDH CS: 0; HMGR II inh: -3; PMI activator: 0.8; TNAP inh noacc: 1

What do the screens show for `O=C(N/N=C/c1cn(-c2cccs2)nc1-c1ccccc1)c1ccccc1Br`?
Diaphorase inh: 23; TNAP act hiacc: 1; PMI act satM6P: 0.9; FLuc act counter: 0.9; TNAP inh hiacc: -2; Diaphorase act: 0.8; G6PDH CS: -50; HMGR II inh: -2; PMI activator: 0.8; TNAP inh noacc: -6

Results for CN(C)CCN1C(=O)C(O)=C(C(=O)c2cc3ccccc3o2)C1c1ccc(N(C)C)cc1 (configuration not stated) ?
Diaphorase inh: 10; TNAP act hiacc: 0.9; PMI act satM6P: 0.8; FLuc act counter: 1; TNAP inh hiacc: 6; Diaphorase act: 0.9; G6PDH CS: -5; HMGR II inh: 0; PMI activator: 0.9; TNAP inh noacc: -4

Results for CCOC(=O)C1=C(N)Oc2c(oc(CO)cc2=O)C1c1c(F)cccc1Cl (configuration not stated) ?
Diaphorase inh: 7; TNAP act hiacc: 1; PMI act satM6P: 0.9; FLuc act counter: 1; TNAP inh hiacc: 2; Diaphorase act: 0.9; G6PDH CS: -5; HMGR II inh: 0; PMI activator: 0.9; TNAP inh noacc: -2

What do the screens show for `O=S(=O)(Cc1cc(Sc2ccccc2)nc(-c2ccccc2)n1)c1ccccc1`?
Diaphorase inh: -2; TNAP act hiacc: 1.1; PMI act satM6P: 1.1; FLuc act counter: 1; TNAP inh hiacc: -5; Diaphorase act: 1; G6PDH CS: 7; HMGR II inh: 2; PMI activator: 1; TNAP inh noacc: -6

Results for COc1ccc(-n2ncc3c(N4CCC(C(N)=O)CC4)ncnc32)cc1 ?
Diaphorase inh: 2; TNAP act hiacc: 1.1; PMI act satM6P: 1.2; FLuc act counter: 0.9; TNAP inh hiacc: -6; Diaphorase act: 1; G6PDH CS: 3; HMGR II inh: -8; PMI activator: 1.1; TNAP inh noacc: -12

Results for Cc1ccccc1Nc1nc(N)nc(CN2CCN(Cc3ccc4c(c3)OCO4)CC2)n1 ?
Diaphorase inh: 2; TNAP act hiacc: 1.1; PMI act satM6P: 1; FLuc act counter: 1.1; TNAP inh hiacc: -7; Diaphorase act: 1; G6PDH CS: 5; HMGR II inh: 17*; PMI activator: 0.9; TNAP inh noacc: -8

What do the screens show for `N#Cc1ccccc1NC(=O)COC(=O)CCc1ccc(S(=O)(=O)N2CCCCC2)cc1`?
Diaphorase inh: 3; TNAP act hiacc: 1; PMI act satM6P: 1; FLuc act counter: 1; TNAP inh hiacc: -1; Diaphorase act: 1; G6PDH CS: -1; HMGR II inh: -2; PMI activator: 1; TNAP inh noacc: -10

How did CCCN(CCC)CCCNC(=O)c1nn(-c2cccc(OC)c2)c(=O)c2ccccc12 do in these assays?
Diaphorase inh: -9; TNAP act hiacc: 1; PMI act satM6P: 1.1; FLuc act counter: 1.1; TNAP inh hiacc: -4; Diaphorase act: 1.1; G6PDH CS: 11; HMGR II inh: -2; PMI activator: 1.1; TNAP inh noacc: 2

What do the screens show for `Cc1cccnc1NS(=O)(=O)c1cccc([N+](=O)[O-])c1`?
Diaphorase inh: 10; TNAP act hiacc: 1; PMI act satM6P: 0.9; FLuc act counter: 1; TNAP inh hiacc: -2; Diaphorase act: 0.9; G6PDH CS: 6; HMGR II inh: -2; PMI activator: 1; TNAP inh noacc: -9

Results for COc1ccccc1N1CCN(C(=O)c2oc3ccccc3c2C)CC1 ?
Diaphorase inh: -7; TNAP act hiacc: 1; PMI act satM6P: 1.1; FLuc act counter: 1; TNAP inh hiacc: -3; Diaphorase act: 1.1; G6PDH CS: 0; PMI activator: 1.1; TNAP inh noacc: -5

How did C/C(=N\NC(=S)NCc1ccccc1)c1cccc(Br)c1 do in these assays?
Diaphorase inh: -2; TNAP act hiacc: 1; PMI act satM6P: 1; FLuc act counter: 1; TNAP inh hiacc: 0; Diaphorase act: 1; G6PDH CS: -2; HMGR II inh: -2; PMI activator: 1; TNAP inh noacc: -44

2 entries picked at random from those above:
What do the screens show for `O=C(N/N=C/c1cn(-c2cccs2)nc1-c1ccccc1)c1ccccc1Br`?
Diaphorase inh: 23; TNAP act hiacc: 1; PMI act satM6P: 0.9; FLuc act counter: 0.9; TNAP inh hiacc: -2; Diaphorase act: 0.8; G6PDH CS: -50; HMGR II inh: -2; PMI activator: 0.8; TNAP inh noacc: -6

Results for CN(C)CCN1C(=O)C(O)=C(C(=O)c2cc3ccccc3o2)C1c1ccc(N(C)C)cc1 (configuration not stated) ?
Diaphorase inh: 10; TNAP act hiacc: 0.9; PMI act satM6P: 0.8; FLuc act counter: 1; TNAP inh hiacc: 6; Diaphorase act: 0.9; G6PDH CS: -5; HMGR II inh: 0; PMI activator: 0.9; TNAP inh noacc: -4
